Efa HMGR inh – blocks class II HMG-CoA reductase of Enterococcus faecalis; inhibition, % at 10 µM; purified E. faecalis HMGR, NADPH absorbance 340 nm kinetic; 0.41% of 190,000 active;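 active = inhibition above a set limit, the median over all tested compounds plus 3 SD, cut at about 9.5% in these data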;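 note: enzyme runs in reverse so mevalonate oxidation gives rising NADPH absorbance; 0% = complete reaction with DMSO and 100% = background rate lacking mevalonate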
DTT redox prof – compounds producing H2O2 with reducing agent – biochemical, NIH compound library profiling, artefact control for MLSCN library redox annotation, primary screen; DTT-dependent redox cycling H2O2, phenol red/HRP absorbance; 100% = 100 µM peroxide control, 0% = buffer; activation, % at 10 µM; 0.03% of 200,000 active; AID 878;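 active = activation of at least 50% relative to the plate's high and low controls in the primary single-dose screen; inactive = activation below 50%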;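 note: compound incubated with DTT at 0.8 mM final as the reducing agent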
S1P3 antagonist – blocks the human S1P3 receptor | AID 485 | 0.27% of 170,000 active | CHO S1P3 NFAT-BLA reporter, FRET fluorescence, antagonist mode | inhibition, % at 4.98 µM | Q99500;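 active = inhibition above the plate cutoff, the mean inhibition of test wells on that plate plus 3 SD, cut at about 28% in these data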;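 note: cells challenged with S1P at its EC80 of 0.8 µM; blue over green emission ratio from cleaved BLA substrate after 4 h stimulation; 0% = S1P-stimulated wells and 100% = unstimulated DMSO-only wells; some compounds past the cut are filed as inactive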
TNAP inh hiacc – blocks human TNAP under high phosphate acceptor concentration; P05186; purified TNAP, CDP-star luminescence, 1 M DEA; inhibition, % at 20 µM; 0.03% of 200,000 active; AID 1135;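 active = over 50% inhibition of tissue-nonspecific alkaline phosphatase at 20 µM in the single-dose screen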;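 note: plate controls were DMSO wells for no effect and EDTA-quenched wells as full inhibition for full effect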
Target sequence (P05186 whole entry, looked up): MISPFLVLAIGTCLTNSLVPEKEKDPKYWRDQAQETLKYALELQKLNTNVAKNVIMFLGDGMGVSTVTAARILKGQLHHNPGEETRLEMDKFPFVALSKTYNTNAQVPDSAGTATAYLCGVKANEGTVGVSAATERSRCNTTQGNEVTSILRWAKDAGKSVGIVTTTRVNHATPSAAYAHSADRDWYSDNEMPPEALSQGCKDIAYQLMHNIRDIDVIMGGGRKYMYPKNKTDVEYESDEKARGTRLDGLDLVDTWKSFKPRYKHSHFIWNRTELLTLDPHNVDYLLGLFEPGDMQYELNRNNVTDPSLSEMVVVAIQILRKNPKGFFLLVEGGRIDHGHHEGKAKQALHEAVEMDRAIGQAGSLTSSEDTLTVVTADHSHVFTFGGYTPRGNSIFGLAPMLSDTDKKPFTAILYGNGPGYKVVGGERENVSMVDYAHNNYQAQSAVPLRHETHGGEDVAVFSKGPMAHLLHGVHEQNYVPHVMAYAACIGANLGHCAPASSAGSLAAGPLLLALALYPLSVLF
Hsp70 activator – switches on Hsp70 transcription | HeLa Hsp70 promoter luciferase reporter, luminescence; scaled: vehicle 0, proteasome-inhibitor control 100% | activation, % at 10 µM | 0.04% of 200,000 active;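 active = activation above the mean across all tested compounds plus 3 SD, cutoff set per campaign, cut at about 5.5% in these data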;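 note: 100% = MG132 at 30 µM as the positive control and 0% = DMSO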
RAM network inh – inhibitors of the yeast RAM network. S. cerevisiae dse1pr::URA3 reporter, 5-FOA growth OD615, 2 d; analog-sensitive cbk1-as2 kinase mutant strain. inhibition, % at 50 µM. 1.8% of 190,000 active. AID 868;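 active = inhibition above a set limit, 3 SD over mean compound inhibition, cut at about 8.4% in these data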;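 note: 0% = DMSO-only wells with no growth and 100% = 10 µM 1-NA-PP1 full growth; inhibition rescues growth on 5-FOA so higher OD means more RAM inhibition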
PMI act – increases human mannose-6-phosphate isomerase activity; P34949; purified human PMI, coupled resazurin fluorescence, 20 min; active compounds read high; 1 = vehicle control, 0 substrate-free wells; activation factor at 20 µM; 0.005% of 190,000 active;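 active = activation factor of 2 or more at 20 µM, relative to plate controls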
Target sequence (P34949 whole entry, looked up): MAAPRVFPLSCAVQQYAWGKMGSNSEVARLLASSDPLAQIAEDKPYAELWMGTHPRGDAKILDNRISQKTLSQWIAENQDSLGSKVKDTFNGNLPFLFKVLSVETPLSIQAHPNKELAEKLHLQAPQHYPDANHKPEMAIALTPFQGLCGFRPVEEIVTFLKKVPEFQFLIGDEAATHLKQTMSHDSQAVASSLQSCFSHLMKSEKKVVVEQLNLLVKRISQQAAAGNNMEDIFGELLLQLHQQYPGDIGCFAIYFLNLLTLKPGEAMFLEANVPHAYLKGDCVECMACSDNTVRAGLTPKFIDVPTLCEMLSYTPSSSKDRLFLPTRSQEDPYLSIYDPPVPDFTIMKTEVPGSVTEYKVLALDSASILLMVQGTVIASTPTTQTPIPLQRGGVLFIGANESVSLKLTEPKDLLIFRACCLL
PMI act satM6P – activators of human phosphomannose isomerase at near-saturating mannose 6-phosphate; P34949; coupled PMI enzyme assay, resazurin fluorescence, 20 min; active compounds read high; 1 = untreated enzyme, 0 = substrate-free blank; activation factor at 20 µM; 0.34% of 190,000 active; AID 1216;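 active = activation factor of 2 or more at 20 µM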
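Test system: human phosphomannose isomerase with PGI, G6PDH, diaphorase coupling enzymes; Amount: PMI at 15 ng/mL final; Reagent: Mannose-6-phosphate 1.0 mM (near-saturating) plus 0.22 mM NADP+; Timing: 20 min, room temperature; Technique: resorufin fluorescence at Ex 544/Em 590 nm; Dosing: 20 µM single dose.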
TNAP inh noacc – inhibitors of human TNAP without phosphate acceptor. AID 1012. purified TNAP, CDP-star luminescence, 30 min. P05186. inhibition, % at 20 µM. 0.26% of 200,000 active;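 active = tissue-nonspecific alkaline phosphatase inhibition above about 50% at 20 µM in the single-dose screen, limit read from the data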;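 note: 0% = DMSO negative control and 100% = EDTA positive control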
Lmaj promast – inhibitors of Leishmania major promastigote growth; Leishmania major promastigotes, resazurin fluorescence viability; inhibition, % at 10 µM; 9% of 200,000 active; AID 1063; in the data active = inhibition above about 50%;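 note: promastigotes grown with compound for 44 hours at 28 °C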
Active calls of the source: *; / = not tested or not shown.

SMILES,Efa HMGR inh,DTT redox prof,S1P3 antagonist,TNAP inh hiacc,Hsp70 activator,RAM network inh,PMI act,PMI act satM6P,TNAP inh noacc,Lmaj promast
COc1ccc(NC(=S)NCC(O)c2ccccc2)c(OC)c1 (stereo unspecified),-1.5,0.0,-12.9,2.8,-0.3,2.3,1.1,1.1,-12.7,-1.2
C[N+]1(CCC(=O)c2ccccc2)CCCCC1,2.9,0.7,6.7,-2.7,-0.6,0.1,1,1.1,-1.8,32.6
COc1ccc(-c2nnc(SCC(=O)OC3CCCCC3)o2)cc1OC,-1.8,0.2,-18.4,-2.5,0.0,6.9,1,1,-7.9,-3.8
Cc1ccccc1CS(=O)(=O)c1snnc1C,-7.8,1.7,/,-6.4,-0.3,0.1,0.9,1.1,-13.2,-3.1
Cc1ccc(OCc2nnc(SCC(=O)NCc3ccccc3)n2C)cc1,-3.5,2.0,2.0,-4.9,-0.3,0.2,1,1,-12.0,-5.9
C(=N\Nc1nc2ccccc2s1)/c1ccco1,-2.3,-3.7,/,-5.9,0.0,1.9,0.9,0.8,-7.2,31.1
O=C(CCn1ccc([N+](=O)[O-])n1)NC1CCCCCC1,-3.6,-0.1,3.9,-1.8,-0.3,0.8,1,1,-0.1,2.8
CCOC(=O)C1CCCN(C(=O)CN2CCN(Cc3ccc(Cl)cc3)C2=O)C1 (stereo unspecified),-2.5,0.0,/,-4.0,-0.5,-0.1,0.9,0.9,-9.6,-1.9
COc1cccc(C2=NOC(C(=O)NC(C)(C)C)C2)c1 (stereo unspecified),0.4,0.9,14.3,-8.6,-0.4,1.6,1.1,1,-3.4,-7.3
CCCOc1ccc(C(=O)NNC(=S)NC(=O)c2cc(-c3ccc(Cl)cc3)nc3ccccc23)cc1,-3.5,-3.6,/,-3.6,-0.1,3.3,1.1,1.2,-5.2,2.1
COc1ccccc1Oc1ccc(S(=O)(=O)N2CCN(C)CC2)cc1,6.1,-0.6,-16.6,-7.6,-0.4,0.3,0.9,1,-13.9,-6.9
CCOC(=O)C1(Cc2ccccc2C(F)(F)F)CCN(C(=O)c2cc(C(C)=O)n[nH]2)CC1,0.1,0.2,-6.3,-5.4,-0.1,2.1,/,/,-14.5,5.7
CCCc1nnc(SCC(=O)N2CCCC(C)C2)n1CC1CCCO1 (stereo unspecified),2.0,0.9,/,-2.5,-0.6,-0.5,1,1,-9.1,-5.5
Cc1ccc(Cn2nnc3c(=O)n(Cc4cccc(C)c4)cnc32)cc1,-1.9,-0.9,-46.7,-0.8,-0.4,-0.3,0.8,0.8,11.9,0.0
O=C(O)CC(NC(=O)C12CC3CC(CC(C3)C1)C2)c1cccc([N+](=O)[O-])c1 (stereo unspecified),-6.0,0.2,-11.4,4.9,-0.1,1.9,1.1,1,8.8,20.1
COc1cc(C2CC(=O)OC3=C2C(=O)CC(C)(C)C3)cc(OC)c1OC (stereo unspecified),-3.1,5.3,-10.8,-2.7,-0.2,0.7,1.1,1,-13.3,-6.6
Cc1ccc(NC(=O)c2ccco2)c(NC(=O)c2cccs2)c1,-1.9,0.6,22.7,-4.3,-0.1,1.7,0.8,0.8,-3.0,72.3*
CC(C)OC(=O)C1C2C=CC3(CN(Cc4cccs4)C(=O)C13)O2 (stereo unspecified),-4.2,2.1,-8.8,-6.1,0.2,0.0,1,1,-3.0,-11.8
NC(=S)n1[nH]c(-c2ccccc2)c(N=Nc2ccccc2C(=O)N2CCOCC2)c1=O,2.7,-0.5,-12.2,6.1,-0.5,2.4,1,1,3.2,-4.5
COc1cc(C2N(c3ccc(Cl)cc3)C(=O)C3CCCN32)cc(OC)c1OC (stereo unspecified),-0.2,-1.6,-5.1,-9.1,-0.3,1.0,1,1,-17.6,-3.1
COc1ccc(NS(=O)(=O)c2cccc(NC(=O)NCCCl)c2)cc1,1.5,-0.9,-24.5,-8.7,0.1,2.4,1.2,1.1,-13.9,70.9*
CN1CCC(=NNC(=O)c2ccc(N(Cc3ccc(Cl)cc3)S(C)(=O)=O)cc2)CC1,-5.7,-0.6,-4.7,-4.9,0.1,1.9,0.8,0.8,-7.1,19.0
Cc1ccccc1NCc1ccc(O)c2ncccc12,-1.8,0.3,/,-4.7,-0.3,1.9,0.4,0.2,-14.4,100.4*
Cc1nc2ccc(NC(=O)c3ccc(N4C(=O)CCC4=O)cc3)cc2s1,-4.5,-1.5,4.4,-4.7,-0.1,2.9,1.1,1.1,-14.5,-4.8
Cc1cc(C(=O)OCC(=O)Nc2ccc(F)cc2F)c(C)o1,-1.7,1.4,-11.4,-3.3,0.0,3.6,0.9,1,-9.2,-7.8

The list goes on:
SMILES | Efa HMGR inh | DTT redox prof | S1P3 antagonist | TNAP inh hiacc | Hsp70 activator | RAM network inh | PMI act | PMI act satM6P | TNAP inh noacc | Lmaj promast
Cc1cc(C)cc(OC(=O)CCN2C(=O)c3ccccc3C2=O)c1 | 0.4 | 0.2 | / | -4.2 | 0.4 | 3.4 | 1 | 0.9 | -10.2 | -6.8
CC1(C)NC(=O)N(CCOCCOc2ccccc2)C1=O | 3.0 | 0.2 | / | -2.4 | 0.2 | 1.1 | 1 | 1 | -5.8 | -1.6
COC(=O)c1ccc(CSc2nc3c(cnn3-c3ccc(F)cc3)c(=O)[nH]2)o1 | -5.3 | 0.7 | / | -2.2 | -0.1 | 5.9 | 0.9 | 0.8 | -6.7 | -4.1
COc1cccc2c1N1C(=O)c3c(C(=O)O)cccc3C1CC2(C)C (stereo unspecified) | -5.6 | -0.5 | -8.2 | -6.4 | -0.1 | 1.4 | 1.1 | 1 | -9.4 | -3.5
CC(Sc1n[nH]c(N)n1)C(=O)Nc1cccc(S(=O)(=O)N2CCOCC2)c1 (stereo unspecified) | -0.7 | -2.0 | -17.4 | 0.2 | -0.1 | -0.2 | 1.1 | 1.1 | -7.3 | -3.8
CC(C)CCOCC1CC2(CC(C)(c3csc(N)n3)OC2=O)C(=O)O1 (stereo unspecified) | -1.4 | -0.1 | 5.5 | 3.7 | 0.2 | 0.0 | 1 | 1.1 | 8.7 | -0.4
COCCN1C=C(C(=O)OC)C(c2cc3c(cc2Br)OCO3)C(C(=O)OC)=C1 | -1.2 | 1.4 | 17.5 | -6.5 | 0.5 | 3.0 | 0.8 | 0.9 | -12.9 | 62.0*
COc1cc(NC(=O)c2ccc(-c3ccc(Br)cc3)o2)ccc1NC(=O)C(C)C | -2.5 | 0.5 | 28.6 | -8.2 | -0.4 | 6.2 | 1 | 1 | -12.1 | 2.1
COc1ccc(-c2cc(C(=O)Nc3cc(C)nn3-c3ccccc3)no2)cc1 | 0.8 | 3.1 | / | -2.4 | -0.4 | 2.5 | 0.9 | 1 | -6.4 | -1.5
Cc1ccccc1OCC(=O)Nc1ccccc1N1CCOCC1 | 1.0 | 1.9 | -7.1 | -3.0 | -0.1 | 0.2 | 0.9 | 0.9 | -11.8 | 3.0

Already shown: three of the compounds above.
SMILES | Efa HMGR inh | DTT redox prof | S1P3 antagonist | TNAP inh hiacc | Hsp70 activator | RAM network inh | PMI act | PMI act satM6P | TNAP inh noacc | Lmaj promast
COCCN1C=C(C(=O)OC)C(c2cc3c(cc2Br)OCO3)C(C(=O)OC)=C1 | -1.2 | 1.4 | 17.5 | -6.5 | 0.5 | 3.0 | 0.8 | 0.9 | -12.9 | 62.0*
COc1cc(NC(=O)c2ccc(-c3ccc(Br)cc3)o2)ccc1NC(=O)C(C)C | -2.5 | 0.5 | 28.6 | -8.2 | -0.4 | 6.2 | 1 | 1 | -12.1 | 2.1
COc1ccc(-c2cc(C(=O)Nc3cc(C)nn3-c3ccccc3)no2)cc1 | 0.8 | 3.1 | / | -2.4 | -0.4 | 2.5 | 0.9 | 1 | -6.4 | -1.5

Remaining list, next part:
SMILES | Efa HMGR inh | DTT redox prof | S1P3 antagonist | TNAP inh hiacc | Hsp70 activator | RAM network inh | PMI act | PMI act satM6P | TNAP inh noacc | Lmaj promast
O=C(COC(=O)c1ccc(Br)cc1)NCc1ccc(F)cc1 | -1.5 | 0.5 | -13.9 | 2.1 | -0.2 | 1.4 | 1 | 1 | -6.4 | -7.3
O=C(NC1CCN(C(=O)Nc2cccc(F)c2)CC1)C1CCCCC1 | -1.9 | 1.6 | -14.3 | -6.3 | 0.0 | 2.0 | 1 | 1 | -15.4 | -5.1
CS(=O)(=O)c1ccc2c(c1)SC1=NC(=O)/C(=C/c3ccco3)C(=N)N12 | -8.8 | 0.4 | / | 8.7 | -0.2 | 1.1 | 1.1 | 1.1 | -85.8 | -2.9
C=C(C)c1cccc(C(C)(C)NC(=O)NC2CCCC2)c1 | 1.6 | 0.5 | -8.8 | -3.7 | -0.3 | 0.9 | 0.9 | 1 | -7.3 | 44.7
O=c1[nH]c(NCc2ccco2)nnc1Cc1ccccc1Cl | -3.2 | 0.1 | / | -2.3 | -0.1 | 2.0 | 0.9 | 0.9 | -11.6 | 1.0
O=C(CSC(=S)N1CCOCC1)c1ccccc1 | -0.6 | -0.2 | -1.9 | 7.1 | -0.7 | 0.1 | 1 | 1 | 3.4 | -9.6
CCn1c(=O)c2cc(S(=O)(=O)NCCOc3ccccc3)ccc2n(CC)c1=O | -5.9 | 2.2 | -6.5 | -5.3 | -0.1 | -0.1 | 0.9 | 0.9 | -13.3 | -3.3
Cn1nnnc1SCc1ccc(C(=O)Nc2ccc(Br)cc2)cc1 | -0.6 | 0.6 | / | 0.2 | 0.0 | 2.2 | 0.9 | 1 | -5.0 | -6.6
Cn1cc(CN2CCC(C(O)c3cccs3)CC2)c(-c2cccc(Cl)c2)n1 (stereo unspecified) | -4.9 | 0.3 | 6.8 | 2.8 | -0.1 | 3.9 | 1 | 1 | 2.4 | -1.1
Cc1cc(OCCCCCNCCO)ccc1Cl | 0.6 | 3.7 | / | -0.4 | 0.0 | -0.3 | 1 | 1 | -4.5 | 100.0*

Additional records:
SMILES | Efa HMGR inh | DTT redox prof | S1P3 antagonist | TNAP inh hiacc | Hsp70 activator | RAM network inh | PMI act | PMI act satM6P | TNAP inh noacc | Lmaj promast
CC(=O)c1ccc(NC(=O)c2cnsn2)cc1 | -2.9 | -0.1 | 4.1 | -5.4 | -0.1 | 2.5 | 0.9 | 0.9 | -8.9 | -2.0
COc1ccc(C2SCCN2S(=O)(=O)c2ccc(NC(C)=O)cc2)cc1 (stereo unspecified) | -6.6 | -0.1 | / | -0.5 | -0.5 | 3.0 | 1 | 1 | -6.1 | 4.3
Cc1ccccc1N=C1NN=C(c2ccccc2F)CS1 | -7.4 | 0.0 | -13.3 | 1.5 | -0.2 | 0.8 | 0.8 | 1 | -18.0 | 0.0
CS(=O)(=O)N1CC(C(=O)NC2CC2)Oc2ccc(Cl)cc21 (stereo unspecified) | 0.9 | 2.2 | / | -2.4 | 0.3 | -0.4 | 1.1 | 1.1 | -13.1 | -1.7
C=CCN1N=C(/C=C/c2ccc(C)cc2)CCC1=O | -4.4 | 0.1 | 20.9 | -2.8 | 0.2 | -0.4 | 1 | 0.9 | -3.3 | -8.1
CCOc1ccc(Cl)cc1S(=O)(=O)n1nnc2ccccc21 | -4.6 | 0.1 | -12.3 | 1.4 | -0.6 | 0.5 | 0.8 | 1 | 2.0 | -1.6

Compound activity from PubChem.
